H1N1 NS1A inhibition: H1N1 influenza NS1A inhibitors, functional cell based assay (AID 504329); NS1A functional cell-based assay, percent inhibition; higher % means a stronger effect; one-dose inhibition, % at 12.5 µM; IC50 in µM for titrated hits; 0.3% of 340,000 active; in the data active = a potency from the dose series; inconclusive = inhibition above about 27% without an active follow-up result; also: strong numbers were not always called active
VEEV TC-83 Vero: inhibitors of VEEV TC-83 cytopathic effect, confirmation, Vero cells (AID 588727); inhibition, % at 20 µM, or IC50 in µM where a hit was titrated; Vero cells, VEEV TC-83 cytopathic effect inhibition; higher % means a stronger effect; 0.13% of 350,000 active; in the data active = a potency from the dose series; inconclusive = inhibition mostly from about 14% at the one dose, without a potency; inactive = the rest, 99 in 100 with inhibition below about 12%; also: strong numbers were not always called active
M. tuberculosis HTS: M. tuberculosis growth inhibition, HTS (AID 449762); M. tuberculosis H37Rv growth inhibition, 7H9 media; higher % means a stronger effect; one-dose inhibition, % at 25 µM; IC50 in µM for titrated hits; 0.59% of 330,000 active; in the data active = a potency from the dose series; inconclusive = inhibition above about 70% without an active follow-up result;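 also: bacterial growth assessed after seven days of incubation; strong numbers were not always called active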
Salmonella PhoP GFP: PhoP regulon inhibitors, Salmonella typhi PhoP promoter GFP reporter, confirmatory (AID 1850); Salmonella Typhi PhoP-promoter GFP reporter, fluorescence, 4 h; higher % means a stronger effect; inhibition, % at 50 µM; hits with a dose series show IC50 in µM; 0.33% of 310,000 active; in the data active = a potency from the dose series; inconclusive = inhibition mostly from about 25% at the one dose, without a potency; inactive = the rest, 99 in 100 with inhibition below about 19%;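 also: 0% = induced wells with vehicle and 100% = uninduced wells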
tuberculosis growth: growth inhibition of non-replicating M. tuberculosis (AID 488890); 0.39% of 320,000 active; Mycobacterium tuberculosis non-replicating, growth inhibition; higher % means a stronger effect; inhibition, % at 25 µM; hits with a dose series show IC50 in µM; in the data active = a potency from the dose series; inconclusive = inhibition mostly from about 82% at the one dose, without a potency; inactive = the rest, 99 in 100 with inhibition below about 76%;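 also: plate controls were DMSO cells for no effect and high antibiotic wells for full effect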
* marks the source's active call; other numbers are inactive results; i = inactive; ? = inconclusive; nt = not tested or not shown.

The first 4 records as a preview:
Structure | VEEV TC-83 Vero | M. tuberculosis HTS | tuberculosis growth | H1N1 NS1A inhibition | Salmonella PhoP GFP
CSc1ccc(CNc2ccc(C)c(C)c2)cc1 | 0.2% | 52% | 29% | 2% | -15%
CN=c1scc(-c2ccc(Br)cc2)n1C | 1.0% | -8% | 4% | 1% | 2%
Cc1ccc(C)c(N(C(=O)c2csnn2)C(C(=O)NC2CCCC2)c2cccnc2)c1 (configuration not stated) | 0.9% | 3% | -17% | 1% | 0%
CC(Sc1nnc(C(F)(F)F)n1C)C(=O)Nc1ccc(S(N)(=O)=O)cc1 (configuration not stated) | 0.2% | -3% | -8% | 0% | 18%

All compounds of this part, previewed entries included:
Structure | VEEV TC-83 Vero | M. tuberculosis HTS | tuberculosis growth | H1N1 NS1A inhibition | Salmonella PhoP GFP
CSc1ccc(CNc2ccc(C)c(C)c2)cc1 | 0.2% | 52% | 29% | 2% | -15%
CN=c1scc(-c2ccc(Br)cc2)n1C | 1.0% | -8% | 4% | 1% | 2%
Cc1ccc(C)c(N(C(=O)c2csnn2)C(C(=O)NC2CCCC2)c2cccnc2)c1 (configuration not stated) | 0.9% | 3% | -17% | 1% | 0%
CC(Sc1nnc(C(F)(F)F)n1C)C(=O)Nc1ccc(S(N)(=O)=O)cc1 (configuration not stated) | 0.2% | -3% | -8% | 0% | 18%
Cc1ccc(NC(=O)N2CCc3ccccc32)cc1C | 0.3% | 9% | 73% | -4% | 0%
CC[C@]12c3[nH]c4ccc(Cl)cc4c3CCN1C(=O)[C@@H](CC(=O)NC/C=C(\C)CCC=C(C)C)C[C@@H]2C(=O)N1CCN(C(=O)C2CC2)CC1 | 3.5% | nt | nt | -13% | nt
COc1ccc(N2C(=O)CSC23C(=O)Nc2ccccc23)cc1OC (configuration not stated) | 1.0% | -4% | 2% | -1% | -12%
OCC(O)/C=N/Nc1nc2ccccc2s1 (configuration not stated) | 2.3% | ? | 14% | 2% | -11%
CCC(C)[C@H](N)c1nnc(SCC(=O)c2ccc(Cl)cc2)o1 (some centres not stated) | 1.4% | -9% | 58% | -9% | -4%
O=C(O)COc1ccc(/C=N/n2cnc3scc(-c4cccs4)c3c2=O)cc1 | 0.3% | 0% | 39% | -16% | -4%
CN1C[C@@H]2C[C@@H](c3cccn3-c3ccccn3)N3CCC[C@@]23C1=O | 0.8% | -9% | 2% | -8% | -15%
NC(=O)C1CCN(Cc2cccc(OCc3ccccc3)c2)CC1 | i | 3% | -10% | -12% | -3%
C/C(=N\NC(=O)c1ccoc1C)c1ccc(Br)s1 | 5.7% | 6% | ? | -9% | -7%
CN1C(=O)Cc2cc(S(=O)(=O)N3CCN(c4ccc(Cl)cc4)CC3)ccc21 | 0.2% | 7% | -6% | -4% | 4%
Cc1ccc(C)c(OCC(=O)NNC(=O)C2CC2)c1 | 2.3% | 5% | 0% | 20% | 0%
COC(=O)c1ccc(CNC(=O)Cn2cnnn2)cc1 | 0.1% | -1% | -8% | -10% | 13%
COc1ccc(-c2csc(NC(=O)c3ccccc3F)c2C(=O)O)cc1 | 0.8% | 15% | 24% | -6% | 11%
COc1cc2nc(SCC(N)=O)n(CCC3=CCCCC3)c(=O)c2cc1OC | 2.2% | 6% | -3% | -8% | -12%
CN(Cc1ccc(F)cc1)C(=O)c1cccc(S(=O)(=O)N2CCN(Cc3ccccc3)CC2)c1 | 5.2% | 6% | 5% | 12% | -2%
OCC[C@H]1C[C@@H](O)[C@H](O)[C@@]2(CCc3ccccc3CO2)O1 | 0.8% | 1% | -18% | 3% | -30%
N#Cc1ccc(CSCC(=O)O)cc1 | i | 6% | -8% | 2% | -3%
Cc1noc(C)c1NC(=O)Nc1cccc2c1O[C@H](CN(C)S(=O)(=O)c1cn(C)cn1)[C@@H](C)CN([C@H](C)CO)C2=O | i | 5% | 6% | -24% | nt
Nc1ncc(-c2ccccc2)c(-c2ccc(O)cc2O)n1 | 6.3% | 3% | 6% | -8% | -7%
CCOc1ccccc1N(C(=O)c1snc(C(N)=O)c1N)C(C(=O)NC1CCCC1)c1ccco1 (configuration not stated) | 1.7% | -6% | 37% | -1% | -3%
CC(=O)c1ccc(Oc2ncnc3sccc23)cc1 | 2.8% | 1% | 12% | -14% | 0%
COc1ccc(N(CC(=O)NC2CCCC2)C(=O)Cn2nnc(-c3ccc(C)cc3)n2)cc1 | i | 5% | 23% | 18% | 7%
OC(COCC(F)(F)C(F)(F)C(F)(F)C(F)F)Cn1c2ccc(Cl)cc2c2cc(Cl)ccc21 (configuration not stated) | i | ? | 33% | -3% | -2%
COc1ccc(Br)cc1CNCC1CCCO1 (configuration not stated) | 0.5% | -3% | -2% | -4% | -5%
Cc1cc(C(=O)COC(=O)Cc2ccc(Cl)cc2)c(C)n1C | 2.2% | 27% | 61% | 5% | nt
Cc1c(C(Nc2ccccn2)c2ccccc2)c(=O)n(-c2ccccc2)n1C (configuration not stated) | i | 1% | -8% | -6% | 2%
CCOc1ccc(NC(=O)CN(C)C(=O)c2c(C)nn(-c3ccccc3)c2Cl)cc1OCC | 6.3% | -9% | -13% | -7% | 2%
COc1ccc(C(=O)N2CCN(c3ccccc3OC)CC2)cc1 | 1.8% | 0% | 1% | 3% | -3%
COc1cccc(-c2ccc(SCC(=O)NC3CCCC3)nn2)c1 | 0.2% | -17% | 67% | -6% | -7%
COc1ccc(O)c(/C=N/NC(=O)c2cc(=O)[nH]c3ccccc23)c1 | 3.7% | -2% | 13% | -6% | -3%
COc1c(C)cccc1C(=O)Nc1ccc(CN2CCCCC2)cc1 | 0.2% | 0% | 5% | -24% | 6%
CCn1c2ccccc2c2cc(N=C3SC(CC(=O)Nc4ccccc4)C(=O)N3C)ccc21 (configuration not stated) | 0.9% | 4% | -9% | 3% | 1%
O=C(CN1CCN(CC(=O)Nc2ccccc2F)CC1)Nc1cccc(F)c1 | i | nt | nt | -15% | nt
O=S(=O)(c1cccc(-c2n[nH]c(=S)n2-c2cccc(C(F)(F)F)c2)c1)N1CCOCC1 | 2.0% | -6% | -2% | -17% | nt
CCO[C@@H]1OC(C(=O)N2CCN(Cc3ccccc3)CC2)=C[C@H](c2ccc(C(F)(F)F)cc2)[C@H]1CCCO | i | ? | 9% | 4% | 2%
CC(C)(C)NC(=O)C(c1ccco1)N(C(=O)c1ccc(CN2CCOCC2)o1)c1ccccc1 (configuration not stated) | 1.4% | -7% | -16% | 5% | -6%
Cc1ccc(NC(=O)Nc2ccc3c(c2)OCO3)c(Br)c1 | 3.5% | -1% | 14% | -7% | -7%
CC(C)Oc1ccc(CNC(=O)c2ccc3nc(N4CCOCC4)sc3c2)cc1 | 1.6% | -6% | 27% | 2% | -6%
CCOc1ccc(N(C(=O)c2ccc(S(=O)(=O)N3CCCC3)cc2)C2C=CS(=O)(=O)C2)cc1 (configuration not stated) | 2.1% | -4% | nt | -8% | -4%
COc1cc2c(cc1OC)C(c1cc3cc4c(cc3[nH]c1=O)OCO4)N(C(=O)C1CC1)CC2 (configuration not stated) | 0.8% | 0% | 13% | 6% | -3%
COc1ccc(N2CCN(C(=O)NC3CCCCC3)CC2)cc1 | 1.0% | 2% | 9% | -3% | -12%
CN(CC(=O)Nc1c(Cl)cccc1Cl)C(=O)c1ccc2nc[nH]c2c1 | 0.6% | 6% | -9% | 0% | 6%
O=C(CN1C(=O)COc2ccc(Cl)cc21)Nc1ccc(N2CCOCC2)cc1 | 1.3% | -7% | -1% | -3% | -7%
CC1CCCC(C)N1C(=O)COC(=O)/C=C/c1ccco1 (configuration not stated) | i | 4% | 7% | 3% | nt
O=C(Nc1cccc2c1CCCC2)c1ccc(F)cc1 | 3.4% | 4% | 79% | 0% | 5%
O=c1[nH]c(SCc2nc3c(cnn3-c3ccccc3)c(=O)[nH]2)nc2ccccc12 | 1.1µM* | nt | nt | -4% | -12%

Additional records follow:
Structure | VEEV TC-83 Vero | M. tuberculosis HTS | tuberculosis growth | H1N1 NS1A inhibition | Salmonella PhoP GFP
Cc1cc2c(cc1C)N(Cc1ccc(Cl)cc1)C1=NCCCN12 | i | ? | ? | 1% | 10%
O=C(CC(c1ccco1)C1CCCCC1=O)c1ccco1 (configuration not stated) | 1.2% | 1% | 5% | 11% | -3%
Cc1nn(C)c(C)c1NS(=O)(=O)c1ccc(N2CCCC2=O)cc1 | i | 0% | -3% | -5% | -6%
CCCCn1c(O)c(/C(C)=N/NC(=O)Nc2ccccc2)c(=O)[nH]c1=O | 0.3% | 8% | 9% | -28% | -1%
Cc1ccc(SC(=O)COc2ccccc2C)cc1 | 2.1% | -11% | ? | -2% | 21%
Cc1cc(C(F)(F)F)nc2c(Cl)c(C(C)(C)C)nn12 | i | -6% | -10% | nt | 0%
O=C(CCCn1cc([N+](=O)[O-])cn1)Nc1cccnc1 | 1.1% | -12% | -8% | 15% | 0%
Cc1csc(NC(=O)[C@@H]2CCCN2C(=O)c2cccs2)n1 | 1.6% | -8% | 4% | 6% | -5%
O=C(CCNC(=O)c1ccc(Cl)cc1)Nc1ccncc1 | 2.2% | 1% | 8% | -7% | 4%
O=C(COc1cc2oc(=O)c3c(c2cc1Cl)CCC3)NCc1ccccn1 | 1.1% | 5% | 29% | -11% | 11%
CC(C)c1ccc(OCC(=O)NN2C(=O)c3ccccc3C2=O)c(Br)c1 | 0.7% | 2% | -17% | -4% | -3%
COc1ccc(-c2oc3cc(OC(C)=O)cc(OC(C)=O)c3c(=O)c2OC)cc1 | 8.1% | nt | nt | 1% | nt
C#CCOCCOCCOCCNc1nc(N2CCN(C(=O)[C@H]([C@@H](C)CC)n3cc([C@@H](N)CO)nn3)CC2)nc(N2CCN(C(=O)[C@H](Cc3cc4ccccc4[nH]3)n3cc([C@@H](N)Cc4ccc(O)cc4)nn3)CC2)n1 | nt | ? | 68% | nt | 33%
C=CCSc1nccc(=O)[nH]1 | i | -3% | nt | -4% | 0%
CCC1(C)Cc2c(sc3nc(SC)n(Cc4ccccc4)c(=O)c23)CO1 (configuration not stated) | 7.4% | 3% | -4% | -8% | 5%
CC(=O)N1Cc2ccccc2CC1C(=O)NCc1ccccc1F (configuration not stated) | 1.2% | 4% | 2% | -6% | 5%
COc1ccc(-c2nc(N)n(C(=O)c3cccs3)n2)cc1 | 0.6% | -4% | -1% | -4% | 4%
COc1ccc(-n2c(SC)nnc2-c2c[nH]c3ccccc23)cc1 | 0.0% | -7% | 5% | -3% | 3%
CC1(C)CC2(CCO1)NCCN1C(=O)CSC12 (configuration not stated) | 0.7% | -1% | -5% | -1% | 10%
COc1ccc(CNC(=O)COC(=O)c2ccc(Br)c(S(=O)(=O)N3CCOCC3)c2)cc1 | 2.7% | 2% | 14% | -15% | nt
O=C(NCC1CCCO1)c1ccc(COCC(F)(F)C(F)F)cc1 (configuration not stated) | 0.2% | -1% | 8% | 1% | -4%
COc1ccc(S(=O)(=O)N2CCOCC2)cc1NC(=O)c1cc(C)oc1C | 1.4% | -9% | 18% | -4% | nt
CCN(CCCNC(=O)CN1C(=O)COc2ccc(S(=O)(=O)N3CCC(C)CC3)cc21)Cc1ccccc1 | i | 8% | 21% | -7% | -3%
CN(CC(=O)Nc1ccc(F)cc1)C(=O)CCc1ccccc1 | i | -2% | 52% | 3% | -6%
CCCNC(=S)NCc1ccc(Cl)cc1 | 0.2% | -13% | ? | -1% | 13%
O=C(O)CC1OCC=C2CN3CCC45c6ccccc6NC4C1C2CC35 (configuration not stated) | i | 4% | -2% | 1% | -6%
O=C(CCc1nc2sc3c(c2c(=O)[nH]1)CCCC3)NCCc1ccc(F)cc1 | 3.2% | -8% | 10% | -4% | -1%
Cc1cc(C)nc(N2CCCC(C(=O)NCc3ccccc3)C2)n1 (configuration not stated) | 0.3% | -6% | -6% | 6% | -5%
CC(=O)c1ccc(NC(=O)c2cccs2)cc1 | 1.5% | -12% | -5% | -4% | 1%
COc1ccc(OC)c2[nH]c(=O)c(CCNS(=O)(=O)c3ccccc3)cc12 | 8.2% | 4% | 9% | -4% | 3%
COc1cccc(OCc2nc3c4cnn(-c5ccccc5)c4ncn3n2)c1 | 1.7% | 4% | 3% | 3% | 2%
CCc1ccc(N(CC(=O)Nc2ccccc2C(=O)N2CCOCC2)S(C)(=O)=O)cc1 | 0.1% | 4% | 3% | -8% | -7%
C/C(=N\N=C\c1ccccc1)c1nnn(-c2nonc2N)c1C | 1.4% | nt | -4% | -3% | -5%
CCN(Cc1ccccc1)c1ccc(/C=N/N=C(N)N)cc1 | i | 17µM* | 5.7µM* | 39µM* | 15%
CCn1c(SCC(=O)c2ccc3c(c2)OCCO3)nnc1C(C)C | 2.2% | -2% | -5% | 2% | 0%
CC1CCCC(NC(=O)COC(=O)COc2ccccc2Cl)C1C (configuration not stated) | 1.6% | 9% | 9% | 1% | 3%

Screening data deposited in PubChem by Southern Research Specialized Biocontainment Screening Center.
